GLP-1R inv ag = acts as inverse agonist at human GLP-1 receptor; 410,000 compounds, 1.6% hits; HEK293 GLP-1R CRE-luciferase, luminescence, 24 h; GLP-1R form is constitutively active; P43220; AID 624417; Potency, µM (top dose mostly 38.3 µM), without a hit: at the top dose activity change, negative = inhibition, most hits filed as inhibitors; further: potency means the concentration at half of the fitted maximal effect; on the % scale 0 is the no-effect control and ±100 the full control effect; nearly all actives have a fitted effect of over 55% in size
Target sequence (P43220 whole entry, looked up): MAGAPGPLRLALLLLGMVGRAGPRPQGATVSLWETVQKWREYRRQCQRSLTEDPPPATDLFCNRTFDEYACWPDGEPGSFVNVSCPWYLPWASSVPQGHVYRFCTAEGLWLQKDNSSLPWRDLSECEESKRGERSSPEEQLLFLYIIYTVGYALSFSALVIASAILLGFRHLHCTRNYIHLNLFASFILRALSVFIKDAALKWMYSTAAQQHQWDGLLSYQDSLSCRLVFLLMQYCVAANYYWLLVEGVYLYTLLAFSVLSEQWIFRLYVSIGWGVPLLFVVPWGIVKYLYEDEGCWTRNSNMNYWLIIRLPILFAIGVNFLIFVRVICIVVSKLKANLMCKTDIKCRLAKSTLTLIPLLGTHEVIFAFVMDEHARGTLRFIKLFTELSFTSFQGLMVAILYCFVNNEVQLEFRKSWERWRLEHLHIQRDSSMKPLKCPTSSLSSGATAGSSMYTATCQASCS
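Luminescence readout: a drop in cAMP-driven luciferase signal flags inverse agonism at a constitutively active GLP-1R stably expressed in HEK293. Compound exposure lasted 24 hr at 37 deg C, 5% CO2.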
PTHR1 ag = PTHR1 (human) receptor agonism; Potency, µM (series often up to 115 µM), for inactives: at the top dose activation, usual class: activators; 410,000 compounds, 0.075% hits; AID 743266; Q03431; HEK293 GP2 PTHR1 cells, GloSensor cAMP luminescence, 1 h; further: potency means the concentration at half of the fitted maximal effect; nearly all actives have a fitted effect of over 55% in size; some results filed as inactive show a strong effect at the top dose; inactives centre near -15; many of its hits are not listed in these tables
Target sequence (Q03431 whole entry, looked up): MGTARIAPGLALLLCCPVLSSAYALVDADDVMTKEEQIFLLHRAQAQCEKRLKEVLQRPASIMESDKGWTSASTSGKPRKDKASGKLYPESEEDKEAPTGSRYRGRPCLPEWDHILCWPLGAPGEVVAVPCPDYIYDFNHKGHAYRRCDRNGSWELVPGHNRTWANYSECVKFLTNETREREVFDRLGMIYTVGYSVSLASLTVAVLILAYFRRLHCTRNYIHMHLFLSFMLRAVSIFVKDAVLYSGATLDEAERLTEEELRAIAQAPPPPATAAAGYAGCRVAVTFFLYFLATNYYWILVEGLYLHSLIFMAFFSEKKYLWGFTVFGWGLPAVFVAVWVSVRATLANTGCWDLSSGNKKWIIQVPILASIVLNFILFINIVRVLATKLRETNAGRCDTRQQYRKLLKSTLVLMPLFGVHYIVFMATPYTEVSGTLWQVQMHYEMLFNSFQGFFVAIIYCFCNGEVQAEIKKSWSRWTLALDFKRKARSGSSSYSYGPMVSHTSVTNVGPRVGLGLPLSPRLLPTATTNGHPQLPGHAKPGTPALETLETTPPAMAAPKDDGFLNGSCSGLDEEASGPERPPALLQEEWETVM
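HEK-293-derived GP2 cells expressing PTHR1 and a GloSensor cAMP reporter, 3,000/well, plated overnight, given luciferin plus IBMX (each 0.5 mM as added) for 1 h at 37 °C, then compound for 1 h at 37 °C. Luminescence was read after 15 min at room temperature.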
DRD3 antagonist = D3 dopamine receptor (human) antagonism | D3R cells, DiscoveRx beta-arrestin luminescence, antagonist mode; active compounds read low | AID 652054 | max response, negative = inhibition, % | 360,000 compounds, 2.5% hits | P35462; in the data active means max response below about -50%; inconclusive means no clear call, values can overlap the other calls; further: on the % scale 0 is the no-effect control and ±100 the full control effect; mostly tested at two doses, the higher about 12 µM
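Cells expressing the human receptor were seeded at 1500 cells/well, incubated overnight at 37 degrees C in 5% CO2, then exposed to library compounds with dopamine controls for 90 minutes at 37 degrees C before luminescent detection.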
Abeta yeast res = compounds reversing amyloid beta toxicity in yeast | 410,000 compounds, 0.063% hits | Potency, µM (top dose mostly 46.1 µM), for inactives: top-dose growth rescue, hits mostly activators | yeast expressing A-beta42, growth rescue, OD600, 48 h; response scale: 0% DMSO, 100% iron-clioquinol control; further: potency means the concentration at half of the fitted maximal effect; nearly all actives have a fitted effect of over 55% in size
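Growth rescue measured by 600 nm absorbance after 48 h yeast culture at 30 C with compound. Values normalized between DMSO and an equimolar ferric chloride plus clioquinol control.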
FUS yeast rescue = FUS proteinopathy suppression in yeast; Potency, µM (doses to about 76.6 µM), for inactives: top-dose growth rescue (activation), most hits filed as activators; S. cerevisiae FUS-expressing, growth rescue, OD600, 24 h; 390,000 compounds, 0.24% hits;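 further: potency means the concentration at half of the fitted maximal effect; plate controls were DMSO vehicle for no effect and reference control for full effect; nearly all actives have a fitted effect of over 55% in size; some results filed as inactive show a strong effect at the top dose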
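Read-out: OD at 600 nm after 24hr at 30C, reporting rescue of FUS-induced yeast toxicity. Cells at OD 0.005 in galactose (2%) minimal medium; compounds tested in a dilution series; CP55940 titration from 92uM final as control.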
GLP1R ag = activates the human GLP-1 receptor. P43220. HEK293 GLP-1R CRE-luciferase, luminescence, 4-6 h; cells express a hypersensitive GLP-1R form. Potency, µM (highest dose often 45.6 µM), for inactives: top-dose activation, usual class: activators. 380,000 compounds, 0.007% hits; further: potency means the concentration at half of the fitted maximal effect; % of control where 0% means no effect
pAkt inh = inhibitors of Akt phosphorylation. activity change, % for hits at 50 µM. AID 651550. Neuro2A IGF-stimulated pAkt S473 HTRF, 20 min; active compounds read low. 360,000 compounds, 0.32% hits; in the data active means activity change below about -80%; inconclusive means mostly about -51% to -80%; further: on the % scale 0 is the no-effect control and ±100 the full control effect
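Single-point screen (50 µM final compound) in Neuro2A cells stimulated 20 min with 6 nM IGF at 37 deg C. After lysis, Ser473-phosphorylated Akt read by HTRF (ex 330 nm, em 615/665 nm) as the 665/615 ratio.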
aSyn yeast inh = rescues yeast growth from alpha-synuclein toxicity; 370,000 compounds, 0.14% hits; Yeast expressing alpha-synuclein, growth rescue, BacTiter-Glo, 24 h; Potency, µM (top dose mostly 46.1 µM), without a hit: top-dose growth rescue (activation), usual class: activators; further: potency means the concentration at half of the fitted maximal effect; % of control where 0% means no effect; nearly all actives have a fitted effect of over 65% in size
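Rescue of yeast growth: cells expressing toxic alpha-synuclein, induced in galactose at OD600 0.02, incubated with compound 24 h at 30 C. ATP luminescence quantified growth; inhibitors of toxicity appear as activators.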
TDP43 rescue = rescues yeast growth from TDP-43 toxicity; 410,000 compounds, 1.8% hits; TDP-43 expressing yeast growth rescue, BacTiter-Glo, 24 h; Potency, µM (highest dose often 46.1 µM), without a hit: at the top dose growth rescue (activation), most hits filed as activators; AID 652104; further: potency means the concentration at half of the fitted maximal effect; % of control where 0% means no effect; nearly all actives have a fitted effect of over 50% in size
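Galactose-induced TDP-43 yeast, OD600=0.02, compound pinned; 24 hr, 30 deg C; BacTiter-Glo luminescence for growth. Inhibitors of TDP-43 toxicity read as activators.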
Numbers without * were called inactive; i = inactive; ? = inconclusive; . = not tested or not shown; [ ] = remark or other dose. Unless noted, the call rests on the fitted dose curve; in most records, active means well fitted curve in the direction sought with a large enough effect; inconclusive means small, poorly fitted or top-dose-only effect, or another doubt; inactive means no such curve, though single readings can be large; an effect the other way counts as inactive or inconclusive. The list is partial; count on the stated rates, not on these rows.

SMILES | GLP-1R inv ag | PTHR1 ag | DRD3 antagonist | Abeta yeast res | FUS yeast rescue | GLP1R ag | pAkt inh | aSyn yeast inh | TDP43 rescue
Cc1ccc(S(=O)(=O)N(C)c2ccc(OC(C)C(=O)N(C)c3ccccc3)cc2)cc1 (configuration not stated) | ? | -3% | -4 | 18% | 16% | 10% | i | -8% | 10%
C(=C\c1ccccc1)/CN1CCN(C(c2cc3ccccc3o2)c2nnnn2-c2ccc3c(c2)OCCO3)CC1 (configuration not stated) | ? | i | -89* | 15% | 35% | 2% | i | -1% | 17%
CCc1nc2c(OCc3ccc(Cl)cc3)cccn2c1N(C)C(=O)c1ccc(C)cc1 | ? | -33%[inhibitor] | -14 | 17% | 38% | -8% | i | 0% | 11%
NC(=O)c1ccccc1OCC(=O)Nc1ccc(Cl)c(Cl)c1 | -28% | -28% | -3 | 14% | -3% | 1% | i | 1% | 25%
COc1cccc(C(=O)N2CCN=C2SC)c1 | -6% | -30%[inhibitor] | -10 | 7% | -9% | 2% | i | 6% | 3%
Cc1cc[n+](CC(=O)Nc2ccccc2)cc1 | 7% | -15% | 3 | 2% | 16% | -7% | i | 7% | ?
O=S(=O)(Nc1ccc(S(=O)(=O)N2CCCCCC2)cc1)c1cccs1 | 1% | -5%[57.5 µM] | -6 | 14% | 21% | 3% | i | -4% | -8%
COc1ccc(CNc2ccc(C)c(C)c2)cc1 | 14% | i | 6 | -6% | -11% | -2% | i | 0% | 10%
Oc1cccc(Nc2ncnc3ccccc23)c1 | 24% | i | -29 | -1% | -3% | 5% | i | 1% | -21%
CC1=C(C(=O)N2CCOCC2)CC(CC(=O)NCCCN(C)C)C(=O)N1CCCN1CCCC1=O (configuration not stated) | 3% | -1% | ? | -15% | -6% | -3% | i | -1% | -6%
Cc1cc(=O)[nH]c(SCc2cc(Cl)ccc2OC(F)F)n1 | -19% | i | 43 | 6% | 14% | -1% | i | -4% | 1%
CN(CC(=O)NCc1cccnc1)S(=O)(=O)c1ccc2c(c1)c(=O)n(C)c(=O)n2C | 4% | i | 0 | -8% | -25% | 4% | i | -6% | -9%
CCc1ccccc1NC(=O)CSCc1cnn(-c2ccccc2)c1-n1cccc1 | -17% | -48%[inhibitor] | . | -10% | -6% | . | . | . | 10%
Cc1cccc(NC(=O)COC(=O)c2ccccc2SCC(=O)N2CCCC2)c1 | -12% | -24% | -5 | 14% | 32% | -2% | i | 0% | 7%
O=c1[nH]cnc2c1ncn2Cc1ccc([N+](=O)[O-])cc1 | 6% | 9% | 16 | -1% | -22% | -6% | i | -3% | 9%
O=C(COC(=O)/C=C/c1cccc([N+](=O)[O-])c1)Nc1ccc(Cl)cn1 | -6% | 25% | -19 | -6% | -4% | -2% | i | -7% | ?
O=C(CCS(=O)(=O)c1ccccc1)NC1CCCCC1 | -2% | -13% | 2 | -11% | -7% | -1% | i | 0% | -6%
CCOc1ccc(-c2n[nH]c(C(=O)NN)c2C)cc1 | -15% | i | -26 | -9% | 28% | 2% | i | -6% | ?
CCN(Cc1cnn(C)c1)C(=O)c1ccc2nc(Cc3cccc(Cl)c3)oc2c1 | 57%[activator] | -30% | -12 | 5% | 10% | 10% | i | 10% | 6%
COc1cccc(CNC(=O)CCN2C(=O)[C@@H]3Cc4ccccc4CN3C2=O)c1 | 0% | 7% | -10 | 23% | ? | -4% | i | -6% | -20%
COc1cc(C(=O)Nc2ccc(Cl)c(C(F)(F)F)c2)cc(OC)c1OC | ? | -30% | 14 | 0% | 13% | 6% | i | ? | 18µM*
NC(=O)N/N=C/c1cn(CC(=O)Nc2ccc(F)cc2)c2ccccc12 | 14% | i | 4 | 9% | 8% | 4% | i | -1% | 6%
CCC(=O)Nc1cccc(C2=NOC3(C2)C[C@H](C(N)=O)N(C(=O)c2ccc(Cl)cc2)C3)c1 (some centres not stated) | 7% | -2% | -19 | -13% | 2% | -3% | i | -2% | 2%
O=C(c1ccccc1)c1cccn1CC(=O)N1CCc2ccccc2C1 | -22% | -13% | -54* | 6% | -12% | 0% | i | 3% | ?

Nothing new here: 3 of the compounds above.
SMILES | GLP-1R inv ag | PTHR1 ag | DRD3 antagonist | Abeta yeast res | FUS yeast rescue | GLP1R ag | pAkt inh | aSyn yeast inh | TDP43 rescue
NC(=O)N/N=C/c1cn(CC(=O)Nc2ccc(F)cc2)c2ccccc12 | 14% | i | 4 | 9% | 8% | 4% | i | -1% | 6%
CCC(=O)Nc1cccc(C2=NOC3(C2)C[C@H](C(N)=O)N(C(=O)c2ccc(Cl)cc2)C3)c1 (some centres not stated) | 7% | -2% | -19 | -13% | 2% | -3% | i | -2% | 2%
O=C(c1ccccc1)c1cccn1CC(=O)N1CCc2ccccc2C1 | -22% | -13% | -54* | 6% | -12% | 0% | i | 3% | ?

The results go on:
SMILES | GLP-1R inv ag | PTHR1 ag | DRD3 antagonist | Abeta yeast res | FUS yeast rescue | GLP1R ag | pAkt inh | aSyn yeast inh | TDP43 rescue
COc1ccc(OC)c(-n2c(=O)c3ccccc3c3ccccc3c2=O)c1 | 0% | -28% | -29 | 15% | . | -14% | i | 3% | 0%
COC(=O)C1=C(C)N(c2ccc(C)cc2)/C(=C/c2cccs2)C1=O | ? | -3%[57.5 µM] | -3 | -4% | 9% | 3% | i | -1% | ?
Cc1nc(OCC(=O)c2ccc(Cl)cc2)c(C#N)c2c1COC(C)(C)C2 | -19% | -6%[57.5 µM] | 0 | 12% | -4% | -1% | i | 1% | 11%
COc1ccc(CN2C(=O)N(c3cccc(C)c3)C(=O)C2CC(=O)Nc2ccc(F)cc2)cc1OC (configuration not stated) | 23% | -27% | . | 2% | 22% | 3% | . | . | 32%
O=C(NCCC1=CCCCC1)C1CCC(CNc2nc(=S)[nH]c3ccccc23)CC1 (configuration not stated) | -17% | i | -83* | -6% | 14% | 5% | i | 0% | -2%
Cc1cc(F)ccc1S(=O)(=O)Nc1ccccc1C(=O)Nc1ccccc1N1CCOCC1 | ? | -10%[57.5 µM] | -28 | -6% | 37% | -2% | i | 1% | 19%
CC(C)c1nc2ccccc2n1CCC(=O)O | -8% | i | -3 | -5% | -22% | -1% | i | -2% | -8%
Cc1cc(=O)n(CC(=O)NCc2ccc(OC(C)C)cc2)c2c1c(C)nn2-c1cccc(F)c1 | 2% | i | . | 5% | -26% | . | . | . | 27%
CC(C)(C)c1cc[n+](/C(C(=S)NC2CC2)=C(/[O-])c2ccc(Cl)s2)cc1 | 0% | i | -5 | 24% | 48% | 0% | i | 1% | ?
Cc1cc(Nc2ccccc2)n(C(=O)c2ccc(N)cc2)n1 | ? | -34%[inhibitor] | 0 | 2% | -2% | 13% | i | 18% | ?
COc1ccc(OCCCC(=O)Nc2cccc([N+](=O)[O-])c2)cc1 | -3% | -35%[inhibitor] | -14 | -6% | . | 8% | i | 7% | 23%
COC(=O)c1ccccc1NC(=O)c1cc2n(n1)C(C(F)F)CC(C(F)F)N2 (configuration not stated) | 10% | i | -1 | 27% | -5% | -18% | i | 1% | 16%
COc1ccc2oc(C(=O)N3CCN(S(=O)(=O)c4ccc(F)cc4)CC3)c(C)c2c1 | ? | 0% | -22 | 17% | 30% | 21% | i | 2% | ?
COc1ccc(N(CC(=O)Nc2cc(Cl)ccc2OC)S(=O)(=O)c2c(C)noc2C)cc1 | 4.5µM* | -3% | 8 | 3% | 15% | 10% | i | -6% | 13%
CCCCN1C(=O)C(=O)NC[C@@H]1Cc1ccc(O)cc1 | 14% | i | ? | -29% | -7% | 1% | i | -1% | 5%
O=C(c1ccc(Cn2c(=O)[nH]c3ccccc3c2=O)cc1)N1CCN(c2ccc(Cl)cc2)CC1 | 11µM* | i | 15 | 19% | 5% | 2% | i | 8% | 16%
NC(=O)NC(CC(=O)OCC(=O)NC(=O)NCc1ccco1)c1ccc(Cl)cc1 (configuration not stated) | 1% | -14%[57.5 µM] | 17 | 24% | -7% | 1% | i | 8% | 18%
Cc1ccc(-n2c(=O)c3c(c4cc(C)ccc4n3C)n(CC(=O)N3CCCC3)c2=O)cc1 | 7% | -6% | . | -18% | -14% | . | . | . | -5%
CCOCCOC(=O)NCCCCCCNC(=O)OCCOCC | -14% | i | -12 | 12% | 31% | 2% | i | 1% | 1%
O=C(CSc1nnc(CNC(=O)c2ccco2)o1)c1ccccc1 | 7% | i | 10 | 4% | 6% | -4% | i | 6% | -4%
CCCC(C(=O)NCc1ccco1)N(C(=O)CNS(=O)(=O)c1ccccc1)c1ccccc1OC (configuration not stated) | 0% | i | 10 | 11% | -9% | 0% | i | -9% | 7%
O=C(Nc1ccc(Cl)cc1)N1CCCN(c2ccc(C(F)(F)F)cc2[N+](=O)[O-])CC1 | 2.8µM* | -24% | -15 | 4% | -8% | 1% | i | 2% | -1%
COc1cc(C2C(C#N)=C(N)Oc3cc(C)oc(=O)c32)ccc1OC(=O)N1CCOCC1 (configuration not stated) | -1% | -28% | 24 | 12% | -15% | -5% | i | -1% | ?
CCC(c1ccc(O)c(O)c1)C(CC)c1ccc(O)c(O)c1 (configuration not stated) | -3% | -27% | 0 | ? | -4% | 10% | i | 8% | -5%
Cc1cccc(C(=O)NC(NCc2ccco2)C(Cl)(Cl)Cl)c1 (configuration not stated) | ? | i | 0 | -1% | 10% | 1% | . | -14% | 7%
COc1ccc(OC)c(NC(=O)CSc2nc3ccccc3c(=O)n2CCC(=O)NC2CCCCC2)c1 | 9% | i | . | -8% | -31% | . | . | . | 11%
CN(Cc1ccccc1)C(=O)c1cccc(NC(=O)Cc2ccc(NC(=O)C3CCN(C(=O)CCc4ccccc4)CC3)cc2)c1 | ? | -92%[inhibitor] | 44 | -9% | ? | -4% | i | 1% | 12%
CCCC(c1nnnn1C(C)(C)CC)N(Cc1ccco1)Cc1cc2ccc(OC)cc2[nH]c1=O (configuration not stated) | -5% | -3% | 105 | -13% | . | 1% | i | -6% | -5%

Screens as filed in PubChem BioAssay.
